# XBP1 UPR activ: adaptive UPR (XBP1) activation; 330,000 compounds, 0.33% hits; CHO-XBP1 luciferase reporter, IRE1-XBP1 UPR activation, luminescence; percent of tunicamycin response, DMSO as zero; activation, % at 20 µM; AID 463104;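 active means versus positive control, 20 µM dose yields 30% or more activation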;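 further: 100% = tunicamycin at 10 µg/mL and 0% = DMSO only wells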
#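 Test system: CHO-XBP1 luciferase reporter cells | Buffer or medium: Serum-containing F12 medium, 10% FBS | Schedule: 6 h compound exposure at 37 °C, 5% CO2 | Detection: Steady-Glo luciferase glow luminescence, 10 min after reagent addition | Read-out basis: Activation, % of tunicamycin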
# APJ agonist: agonists of human APJ apelin receptor | 330,000 compounds, 0.11% hits | P35414 | activation, % at 20 µM | CHO-K1 APJ PathHunter beta-arrestin, luminescence; 0% DMSO wells, 100% apelin;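 active means activation more than six SD over the plate average, tested at 20 µM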;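 further: 0% = DMSO alone and 100% = apelin-13 at 10 nM; some results filed as inactive read as strong as hits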
# Target sequence (P35414 whole entry, looked up): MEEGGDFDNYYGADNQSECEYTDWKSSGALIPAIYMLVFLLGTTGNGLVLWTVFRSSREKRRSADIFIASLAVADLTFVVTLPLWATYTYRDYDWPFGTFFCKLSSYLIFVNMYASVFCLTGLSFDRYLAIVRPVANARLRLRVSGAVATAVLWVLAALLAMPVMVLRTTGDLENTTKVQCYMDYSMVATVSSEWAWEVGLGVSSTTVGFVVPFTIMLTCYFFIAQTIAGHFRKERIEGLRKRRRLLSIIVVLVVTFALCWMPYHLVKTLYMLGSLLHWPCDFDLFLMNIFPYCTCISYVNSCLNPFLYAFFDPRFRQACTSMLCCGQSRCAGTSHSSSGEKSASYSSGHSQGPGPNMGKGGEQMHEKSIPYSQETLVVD
#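 Test system: CHO-K1 APJ beta-arrestin complementation cell line | Compound: Single test compound dose, 20 µM final, 1% DMSO | Incubation: Compound 90 min 25 °C, reagent 1 h | Measured by: beta-gal luminescence | Read-out basis: APJ–arrestin association signal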
# tim23-1 inh: growth inhibitors of tim23-1 mutant yeast; S. cerevisiae tim23-1 growth, BacTiter-Glo luminescence, 24 h; AID 463212; inhibition, % at 20 µM; 330,000 compounds, 1.3% hits;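 active means growth inhibition of the mutant yeast at or above 50%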;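 further: temperature-sensitive mutant grown at 25 °C; plate controls were DMSO-treated mutant yeast for no effect and medium wells lacking yeast for full effect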
# TIM10 inh: growth inhibitors of TIM10 yeast strain | S. cerevisiae TIM10 strain growth, BacTiter-Glo luminescence, 24 h | inhibition, % at 10 µM | 330,000 compounds, 1.4% hits | AID 463195;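 active means inhibition of 40% or more at the single tested concentration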;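 further: wild-type TIM10 isogenic control strain grown at permissive 25 °C; 0% = DMSO yeast wells and 100% = minimal medium wells without yeast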
# UPR CHOP act: apoptotic UPR (CHOP) activation; activation, % at 10 µM; 330,000 compounds, 0.34% hits; CHO-CHOP luciferase reporter, luminescence; percent of tunicamycin response over DMSO baseline;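 active means at 10 µM dose, activation of 40% or more, normalized to positive control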;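 further: 100% = tunicamycin at 10 µg/mL and 0% = DMSO alone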
#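 System: CHO CHOP reporter cells. Amount: 500 cells per well. Buffer or medium: F12 medium, 10% FBS. Compound dosing: one dose, 10 µM in 0.5% DMSO. Incubation: 6 h compound exposure at 37 °C after overnight seeding. Technique: Steady-Glo luciferase luminescence. Benchmarks: tunicamycin and DMSO controls.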
# tim10-1 inh: inhibits growth of tim10-1 mutant yeast; 330,000 compounds, 2.2% hits; inhibition, % at 20 µM; S. cerevisiae tim10-1 ts strain growth, BacTiter-Glo, 24 h;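 active means inhibition of at least 40%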;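 further: mutant grown at 25 °C; 0% = DMSO wells with yeast and 100% = wells holding no yeast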
# Mdm2-MdmX inh: disrupts the human Mdm2-MdmX interaction; SaOS-2 split-luciferase Mdm2/MdmX complementation, luminescence; inhibition, % at 8 µM; 330,000 compounds, 3% hits; AID 485346;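 active means inhibition of at least 50% at 8 µM in the primary screen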
# GRIN3A LBD mod: NR3A (human) ligand-binding domain modulation; AID 1259313; 340,000 compounds, 2.5% hits; NR3A LBD differential scanning fluorimetry, Tm shift; 0% = protein alone, 100% = glycine-bound protein; Tm shift relative to glycine control, % at 25 µM;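 active means melting temperature shift of at least 10% of the positive control shift, at one fixed dose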
# NLRP3 yeast inh: blocks the NALP3 inflammasome reconstituted in yeast; Yeast reconstituted NLRP3/ASC/caspase-1, beta-gal luminescence, 24 h; inhibition, % at 10 µM; 330,000 compounds, 0.39% hits; AID 2825;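 active means inhibition of 50% or more; inactive means inhibition below 50%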;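 further: plate controls were induced DMSO wells for no effect and uninduced yeast grown without galactose for full effect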
# Numbers without * were called inactive; . = not tested or not shown.
smiles,XBP1 UPR activ,APJ agonist,tim23-1 inh,TIM10 inh,UPR CHOP act,tim10-1 inh,Mdm2-MdmX inh,GRIN3A LBD mod,NLRP3 yeast inh
O=C(CSC1=NC(=O)C(c2ccccc2)C(=O)N1)Nc1ccccc1Cl (stereo not drawn),-1,4,7,12,0.9,1,15,0,22
O=C(C[C@@H]1C/C=C\C[C@H](NC(=O)OCC2c3ccccc3-c3ccccc32)C(=O)OC[C@@H]2CCCN2C1=O)NCCO,1,-3,9,-1,2.1,21,14,3,19
O=C(CCCCCn1c(=S)[nH]c2cc3c(cc2c1=O)OCO3)N1CCN(Cc2ccccc2)CC1,1,-2,-2,9,-1.8,20,-8,3,9
CCCNC(=O)c1cc2cc([N+](=O)[O-])ccc2s1,3,-1,10,-11,0.4,3,21,3,52*
CC1CCN(CCCNC(=O)c2coc3nc4ccccc4nc23)CC1,-4,-5,8,16,0.3,3,12,3,9
O=C(CCSc1nnc2ccccn12)Nc1ccc2c(c1)OCO2,-4,-4,1,8,3.9,6,-22,-1,0
O=C(CCC(=O)NC1CCCCC1)NCc1ccc(F)cc1,-2,-3,8,-1,0.8,4,-8,-1,20
COc1ccc(C(=O)Oc2ccc(C(=S)N3CCOCC3)cc2)cc1,10,-3,18,5,-1.4,24,3,0,20
Cc1noc(C(=O)Nc2ccc(C#N)cc2)c1Cl,1,-4,-5,-7,0.2,-2,31,3,12
C=CCNc1nc(Cl)nc(NCc2ccco2)n1,-2,0,0,-4,-0.1,7,11,-1,15
COc1ccc(C(C)(C)C)cc1NC(=O)C1CC=CCC1C(=O)O (stereo not drawn),-4,4,2,1,-1.7,-7,-16,-1,3
O=C(c1cnc(N2CCN(c3ccccn3)CC2)c2ccccc12)N1CCN(c2cccc(Cl)c2)CC1,0,1,18,21,10,28,45,-1,5
CCCNC(=O)Cn1sc2nc(C)cc(C)c2c1=O,1,3,7,6,2.6,28,9,3,7
O=C(c1ccccc1)N(Cc1ccc(F)cc1)Cc1nc2ccccc2c(=O)[nH]1,-1,-1,16,3,-1.6,9,-11,-20,5
CCCCc1ccc(C2C(C#N)=C(N)SC(N)=C2C#N)s1,2,0,33,12,0.0,50*,-27,.,14

# 2 of the compounds above, with values under each structure:
# Below each compound – XBP1 UPR activ	APJ agonist	tim23-1 inh	TIM10 inh	UPR CHOP act	tim10-1 inh	Mdm2-MdmX inh	GRIN3A LBD mod	NLRP3 yeast inh
CCCNC(=O)Cn1sc2nc(C)cc(C)c2c1=O
    1	3	7	6	2.6	28	9	3	7
O=C(C[C@@H]1C/C=C\C[C@H](NC(=O)OCC2c3ccccc3-c3ccccc32)C(=O)OC[C@@H]2CCCN2C1=O)NCCO
    1	-3	9	-1	2.1	21	14	3	19

# More records.
smiles,XBP1 UPR activ,APJ agonist,tim23-1 inh,TIM10 inh,UPR CHOP act,tim10-1 inh,Mdm2-MdmX inh,GRIN3A LBD mod,NLRP3 yeast inh
CC(C)(C)C1CCC2(CC1)SCC(=O)N2c1ccccc1 (stereo not drawn),2,-4,24,22,-1.0,29,13,1,11
CCOc1ccc(N2CC(C(=O)Nc3ccccc3C(=O)NC3CC3)CC2=O)cc1 (stereo not drawn),-3,-3,7,-12,-0.1,-6,-5,-2,13
CCN(C(=O)CSc1ncnc2sccc12)c1c(N)n(Cc2ccccc2)c(=O)[nH]c1=O,0,1,1,8,-3.5,8,16,1,11
CN1CCN(C(=O)CCn2c(=O)c3cccn3c3cccnc32)CC1,-4,-1,-3,-2,-1.2,-16,23,-1,11
COc1ccc2ccccc2c1/C=N/NC(=O)c1nnn(-c2nonc2N)c1CN(C)C,-5,-4,10,-1,1.4,-8,8,0,4
O=C(NCc1cccnc1)[C@@H]1CC=C[C@@H]2CCN(Cc3ccc(Cl)c(Cl)c3)C(=O)[C@@H]21,-1,-4,0,3,-0.7,6,8,-1,19
CC(C)Cc1nc(NCCN2CCOCC2)c(C#N)c2c1COC(C)(C)C2,-4,-5,-44,-5,-1.7,-6,11,0,16
CCOC(=O)Cc1c(C)nc2c(C#N)c[nH]n2c1=O,0,-3,-13,-11,2.3,14,-3,0,11
CC1CN(CCCOc2ccccc2[N+](=O)[O-])CC(C)O1 (stereo not drawn),-2,-3,-17,-24,0.0,18,-22,2,3
CCc1cc2c(NC(Cc3ccccc3)C(=O)O)nc(C)nc2s1 (stereo not drawn),-1,-2,2,16,1.2,-3,18,-2,10
CCc1nccn1CCC(=O)N1CCCC(Nc2ccc(F)cc2)C1 (stereo not drawn),-4,-2,11,10,-0.6,13,8,-2,7
COc1ccc(C(=O)N2CCN(c3ccc([N+](=O)[O-])c(-n4nc(C)cc4C)c3)CC2)cc1,-3,-1,13,14,3.1,1,-30,-6,10
Cc1ccccc1C(=O)NNC(=O)c1ccc(F)cc1,2,1,10,17,5.6,7,0,-2,3
COc1cccc(-n2c(Cc3cc(=O)[nH]c(=O)[nH]3)nnc2SCC(=O)N2CCCC2)c1,1,6,15,-5,0.6,8,6,-1,14
O=c1[nH]c(Nc2ccccc2)cc2ccccc12,-4,7,30,-21,1.4,-6,5,-1,-2

# NLRP3 yeast inh: entries above that show a hit.
compound,XBP1 UPR activ,APJ agonist,tim10-1 inh,Mdm2-MdmX inh,GRIN3A LBD mod,NLRP3 yeast inh
CCCNC(=O)c1cc2cc([N+](=O)[O-])ccc2s1,3,-1,3,21,3,52*

# Additional compounds follow:
smiles,XBP1 UPR activ,APJ agonist,tim23-1 inh,TIM10 inh,UPR CHOP act,tim10-1 inh,Mdm2-MdmX inh,GRIN3A LBD mod,NLRP3 yeast inh
O=C(NC(=S)Nc1cccc([N+](=O)[O-])c1)C1CCCC1,-7,0,49,47*,5.1,54*,-5,-4,54*
COc1cccc(Nc2nnc(SCN3C(=O)c4ccccc4C3=O)s2)c1,-2,-2,-9,9,0.4,11,-13,-1,-1
CCOC(=O)CN1C(=O)N[C@@H](c2cccs2)C(C(C)=O)=C1C,1,0,13,-8,1.5,11,26,2,20
CCCNC(=O)c1onc(CSc2ccccn2)c1C(=O)NCCC,-3,1,5,1,-2.6,14,-18,-2,19
COc1ccc(NC(C)=O)cc1NC(=O)c1cccc(C(F)(F)F)c1,0,-4,12,5,0.5,2,-7,1,10
CC(=O)Nc1ccc(S(=O)(=O)N(C)CC(=O)N/N=C/c2cccc(O)c2)cc1,-1,-1,9,-12,-0.7,3,10,-2,-4
CC(C)OCCCNC(=O)c1ccc(Br)cc1,0,1,-17,-14,0.9,9,-8,3,6
CCCCN(CC)CCCNC(=O)C1CCN(c2ncnc3c2sc2cccc(F)c23)CC1,1,0,8,7,2.7,10,27,-2,9
CSc1ccc(S(=O)(=O)N(CC(=O)NCc2ccccn2)c2ccc(C)cc2)cc1,-2,0,17,-5,-1.3,16,4,2,7
COC(=O)c1c(-c2ccccc2)csc1NC(=O)c1ccco1,7,1,-3,-6,4.4,1,-49,1,19
Cc1onc(-c2ccccc2)c1C(=O)OCc1nnc(-c2ccc([N+](=O)[O-])cc2)o1,-3,6,39,3,-1.1,-6,19,3,36
Cc1ccsc1C(=O)OCC(=O)Nc1c(C)n(C)n(-c2ccccc2)c1=O,3,-2,-1,0,-1.5,2,-3,8,18
CCCN(CCC)C(=O)CCS(=O)(=O)c1cccc2nsnc12,-1,11,23,16,0.0,5,-26,1,27
Cc1ccccc1OCCn1c(=O)oc2ccccc21,4,1,-6,-16,-4.2,-22,7,-2,2
CN1CCN(c2ncc(CN3C(=O)c4ccccc4C3=O)s2)CC1,-1,-4,8,2,-1.1,3,-11,-2,-1
COc1ccc(C)cc1NC(=O)C1CCCN1S(=O)(=O)c1ccccc1F (stereo not drawn),2,3,37,5,0.0,3,18,-2,8
S=C1NCN(C2CCCCC2)CN1Cc1ccccc1,-1,-6,-1,27,0.7,15,3,0,10
COc1ccc(-c2nc(CS(=O)CC(=O)N3CCN(C)CC3)c(C)o2)cc1OC (stereo not drawn),-1,1,18,12,2.7,17,9,-2,-12
O=C(CCS(=O)(=O)Cc1ccccc1F)N1CCc2ccccc2C1,-3,0,25,9,-2.3,16,20,-2,1
Cc1ccc(-n2c(=O)cc(N3CCN(C(=O)c4ccco4)CC3)[nH]c2=O)cc1,-2,2,9,1,1.5,2,-5,0,13
Cc1[nH]c(=O)nc2c1CCC2,5,-2,-4,-1,2.5,14,15,0,6
CCOC(=O)C(=CNc1cccc(N)n1)C(=O)OCC,-3,-1,6,-16,-3.1,-9,12,-2,27
CSc1ccccc1NC(=O)CSc1nncs1,-2,-4,5,-4,-1.0,-1,24,3,13
Cc1ccc(C=Nc2ccccc2C(N)=O)cc1,2,-4,18,1,4.5,15,39,1,22
O=C(CCC(=O)c1cccs1)NCC(c1ccc(F)cc1)N1CCOCC1 (stereo not drawn),2,-1,3,-5,0.2,1,20,-1,15
CC(C)n1c(SCc2ccc(Cl)cc2)nc2c1c(=O)[nH]c(=O)n2C,8,-5,8,-1,2.7,3,1,-1,22
CC[C@@]1(C(=O)OC)N[C@H](CN(C)S(=O)(=O)c2ccc(OC)cc2)[C@@H]2C(=O)N(C)C(=O)[C@@H]21,0,-4,-5,-1,-0.3,1,6,6,-5
C/C(=N\NC(=O)C(=O)Nc1cc(Cl)ccc1Cl)c1ccncc1,0,-2,7,11,-0.7,2,2,-3,13
O=C(CNc1cccc(C(F)(F)F)c1)N/N=C/c1ccccc1C(=O)O,-2,-1,2,-15,1.1,-15,-4,-1,17
Cc1cc(=O)[nH]c(SCC(=O)N2CCCc3ccccc32)n1,-2,-1,26,13,0.6,16,24,-2,14

# Some entries already given, reduced to NLRP3 yeast inh:
Molecule,NLRP3 yeast inh
COc1cccc(-n2c(Cc3cc(=O)[nH]c(=O)[nH]3)nnc2SCC(=O)N2CCCC2)c1,14
O=c1[nH]c(Nc2ccccc2)cc2ccccc12,-2

# (listing goes on)
smiles,XBP1 UPR activ,APJ agonist,tim23-1 inh,TIM10 inh,UPR CHOP act,tim10-1 inh,Mdm2-MdmX inh,GRIN3A LBD mod,NLRP3 yeast inh
Cc1csc(SCC(=O)Nc2cccc(S(=O)(=O)N3CCCC3)c2)n1,0,-1,23,7,-1.7,15,13,-2,4
O=C(NC1(C(=O)NC2CCCCC2)CCCCC1)c1ccccn1,1,6,24,15,-1.3,15,-24,0,2
CC(NCC(=O)Nc1ccccc1C(=O)NC1CC1)c1cccs1 (stereo not drawn),2,0,-9,-5,-0.2,-8,-12,0,17
c1ccc(N2CCN(c3nc4cc5c(cc4s3)OCO5)CC2)cc1,2,5,6,4,8.0,14,-101,-1,21
C=CCNC(=S)N1CCN(C2CCCCC2)CC1,-2,-2,7,5,0.7,-2,-13,0,3
COc1cccc(/C=N/Nc2nc(C)cc(=O)[nH]2)c1OC,-6,0,-2,-15,4.1,0,-21,-2,7
Cc1cc(C)c(OCCOCCN(C)C)c(Br)c1,-1,-2,4,8,-1.1,-4,-23,-2,7
CCC/C(O)=C1\C(=O)CC(c2ccccc2)CC1=NC (stereo not drawn),-1,7,12,-5,0.6,19,6,-1,17
Cc1ccc2cc(S(=O)(=O)NCCCN3CCOCC3)ccc2c1,2,-3,-13,-4,-0.6,-12,12,3,15
CCCn1nnnc1SCC(=O)Nc1cccc(NC(=O)c2ccco2)c1,-2,-2,-5,-6,-1.2,20,8,-2,11
